# Bioassay records as filed in PubChem BioAssay.
# Pin1 inhibitor = inhibitors of human Pin1. Pin1 FP peptide displacement, HiFluor488, 10 min. AID 504891. Q13526. Potency, µM (series often up to 115 µM), for inactives: top-dose activity, negative = inhibition, usual class: inhibitors. actives 0.009% (n = 390,000); active = well fitted inhibition curve with a large enough effect in the polarisation, with a control signal flat, not every such curve was filed as active; inconclusive = small, poorly fitted or top-dose-only effect, or effect the other way, or a change in a side signal; inactive = no such curve, though single readings can be large or run the other way; the % refers to the polarisation; also: potency is read from the fitted curve at half-maximal effect; % is scaled to controls: 0 for no effect and ±100 for the full control effect
# Target sequence (Q13526 whole entry, looked up): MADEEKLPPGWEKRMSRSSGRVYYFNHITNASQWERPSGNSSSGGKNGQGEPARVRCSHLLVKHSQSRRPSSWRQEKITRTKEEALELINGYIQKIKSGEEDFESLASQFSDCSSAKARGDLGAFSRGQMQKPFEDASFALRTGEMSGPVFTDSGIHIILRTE
# PI4K2A inh = PI4K2A (human) kinase inhibition; actives 0.13% (n = 420,000); purified PI4K2A, ADP-Glo luminescence, 1 h; stronger effect = lower value; Q9BTU6; AID 1346378; activity change, negative = inhibition, % at 76.9 µM; in the data active = activity change below about -50%; inconclusive = mostly about -30% to -49%;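 also: -100% = wells without enzyme as full effect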
#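 Compounds are screened against recombinant PI4K2A using PI as substrate and ATP, the latter dispensed at 300 microM. Reactions run one hour at ambient temperature before ADP-Glo detection; full inhibition defined by wells lacking enzyme.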
# G9a block = inhibitors of human histone lysine methyltransferase G9a. Q96KQ7. AID 504332. G9a H3K9 monomethylation, AlphaScreen, 2 h. Potency, µM (top dose mostly 102 µM), inactives show at the top dose activity, negative = inhibition, actives largely listed as inhibitors. actives 8.8% (n = 350,000); also: potency is read from the fitted curve at half-maximal effect; % is scaled to controls: 0 for no effect and ±100 for the full control effect; nearly all actives have a fitted effect of over 75% in size
#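 Readings reflect AlphaScreen signal from monomethyl-H3K9 antibody detection. HMT at 20 nM; substrate b-H3K9 500 nM; cofactor SAM 20 uM; 2 h RT reaction; compounds tested as titrations in qHTS with 15 min preincubation.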
# POLH inh = DNA polymerase eta (human) inhibition; actives 1.2% (n = 390,000); AID 588591; recombinant Pol eta, fluorescent DNA replication assay; Potency, µM (highest dose often 114 µM), for inactives: at the highest dose activity change, negative = inhibition, most hits filed as inhibitors; Q9Y253; also: potency is read from the fitted curve at half-maximal effect; % is scaled to controls: 0 for no effect and ±100 for the full control effect
# Target sequence (Q9Y253 whole entry, looked up): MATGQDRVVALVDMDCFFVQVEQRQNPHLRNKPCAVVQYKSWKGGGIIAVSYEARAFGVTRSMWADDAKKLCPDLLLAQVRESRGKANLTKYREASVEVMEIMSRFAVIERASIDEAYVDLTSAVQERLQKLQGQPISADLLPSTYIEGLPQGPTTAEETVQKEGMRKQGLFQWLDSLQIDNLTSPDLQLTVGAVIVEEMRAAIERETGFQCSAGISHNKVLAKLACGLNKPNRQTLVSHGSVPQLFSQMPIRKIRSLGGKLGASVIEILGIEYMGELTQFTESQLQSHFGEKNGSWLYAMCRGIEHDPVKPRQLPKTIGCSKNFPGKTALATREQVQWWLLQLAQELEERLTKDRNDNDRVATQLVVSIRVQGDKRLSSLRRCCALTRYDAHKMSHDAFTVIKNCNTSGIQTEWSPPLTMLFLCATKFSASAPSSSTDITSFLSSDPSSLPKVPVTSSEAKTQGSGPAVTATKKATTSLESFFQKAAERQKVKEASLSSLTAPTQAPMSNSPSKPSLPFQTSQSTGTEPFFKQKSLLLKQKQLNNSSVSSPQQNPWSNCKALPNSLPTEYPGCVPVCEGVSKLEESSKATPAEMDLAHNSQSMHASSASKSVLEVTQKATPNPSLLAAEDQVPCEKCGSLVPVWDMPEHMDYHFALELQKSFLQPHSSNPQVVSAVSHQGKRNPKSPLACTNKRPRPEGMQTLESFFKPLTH
#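 Fluorescent replication assay: 50 nM final substrate added after a 15 min room-temperature compound preincubation with 10 nM enzyme. Signal taken at 0 min and again at 10 min.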
# PGK inhibitor = blocks T. brucei phosphoglycerate kinase. P07378. PGK/GAPDH coupled, Kinase-Glo luminescence, 60 min. Potency, µM (titrated, usually from 57.5 µM), for the others: top-dose activity change, negative = inhibition, usual class: inhibitors. actives 0.043% (n = 380,000). AID 602233; also: potency is read from the fitted curve at half-maximal effect; % is scaled to controls: 0 for no effect and ±100 for the full control effect; nearly all actives have a fitted effect of over 60% in size
#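 Recombinant glycosomal PGK reaction used 1,3-bisphosphoglycerate generated in-well by GAPDH (100nM final) in 100mM TEA pH 7.6, 5mM MgCl2, 0.01% Tween-20. After 60 minutes at room temperature, ATP was read by Kinase-Glo Plus luminescence end-point.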
# JMJD2A Tudor = JMJD2A Tudor domain (human) inhibition; AlphaScreen JMJD2A-Tudor / H3K4me3 peptide binding; Potency, µM (series often up to 114 µM), for the others: top-dose activity change, negative = inhibition, most hits filed as inhibitors; actives 4.4% (n = 390,000); AID 504339; O75164; also: potency is read from the fitted curve at half-maximal effect; % is scaled to controls: 0 for no effect and ±100 for the full control effect; nearly all actives have a fitted effect of over 50% in size
# HP1b binding inh = inhibitors of HP1-beta chromodomain binding to methylated histone tails. actives 0.56% (n = 390,000). AlphaScreen HP1-beta / biotin-H3K9me3 peptide binding. P83916. Potency, µM (top dose mostly 114 µM), for inactives: top-dose activity change, negative = inhibition, most hits filed as inhibitors; also: potency is read from the fitted curve at half-maximal effect; nearly all actives have a fitted effect of over 70% in size; inactives centre near 23
# Target sequence (P83916 whole entry, looked up): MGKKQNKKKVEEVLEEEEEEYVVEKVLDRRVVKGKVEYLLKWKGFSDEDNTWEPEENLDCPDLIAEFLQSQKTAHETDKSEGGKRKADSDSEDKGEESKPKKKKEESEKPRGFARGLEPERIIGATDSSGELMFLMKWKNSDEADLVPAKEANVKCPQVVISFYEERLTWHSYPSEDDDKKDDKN
#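 AlphaScreen: HP1-beta (50 nM) preformed 30 min with biotin-H3(1-18)K9me3 peptide (50 nM) in PBS pH 7.4, 0.01% Tween-20. Compound added for 30 min at RT, then streptavidin donor/nickel chelate acceptor beads (10 ug/mL) for 30 min.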
# BAZ2B inh = blocks human BAZ2B; Q9UIF8; AlphaScreen BAZ2B-H3K14Ac peptide displacement; Potency, µM (series often up to 114 µM), for inactives: top-dose activity change, negative = inhibition, actives largely listed as inhibitors; actives 4.4% (n = 360,000); AID 504333; also: potency is read from the fitted curve at half-maximal effect; % is scaled to controls: 0 for no effect and ±100 for the full control effect; nearly all actives have a fitted effect of over 60% in size
#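 Compounds, titrated to a top concentration of 110 uM, were incubated 30 min at room temperature with preformed BAZ2B/acetyl-K14 H3 peptide complex (50 nM each). Proximity signal was measured by AlphaScreen after 20 min with beads.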
# GLS inhibitor = glutaminase GLS (human) inhibition. O94925. GLS enzymatic activity, qHTS titration. Potency, µM (highest dose often 45.5 µM), for inactives: at the highest dose activity change, negative = inhibition, actives largely listed as inhibitors. actives 0.21% (n = 410,000); also: potency is read from the fitted curve at half-maximal effect; % is scaled to controls: 0 for no effect and ±100 for the full control effect
#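 hKGA in 45 mM KH2PO4 pH 8.2, 0.02% Tween-20 with pin-transferred compounds; 1 mM L-glutamine (stock) plus glutamate oxidase/HRP/Amplex Red coupling added. Fluorescence read initially and after 30 min at RT.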
# * hit, by the source's call; i = inactive; ? = inconclusive; · = not tested or not shown; & = joins results of further samples; [ ] = another dose, or the depositor's remark. Unless noted, calls follow the shape of the dose curve; as a rule, active = well fitted curve in the direction sought with a large enough effect; inconclusive = small, poorly fitted or top-dose-only effect, or another doubt; inactive = no such curve, though single readings can be large; an effect the other way counts as inactive or inconclusive. An excerpt; count on the stated rates, not on these rows.
SMILES,Pin1 inhibitor,PI4K2A inh,G9a block,POLH inh,PGK inhibitor,JMJD2A Tudor,HP1b binding inh,BAZ2B inh,GLS inhibitor
CCOc1ccc(CCNC(c2cccc(Cl)c2)c2nnc(-c3ccccc3)o2)cc1OCC (stereo not given),?,0,34%[59 µM],-27%,-5%,-6%,43%[activator],-2%,-3%
COc1ccc(-c2onc(C)c2-c2cscn2)c(O)c1,1%,2,4%,2%,2%,-13%,12%,1%,-10%
O=C(c1cc2nc(-c3ccco3)cc(C(F)(F)F)n2n1)N1CCN(Cc2ccccc2)CC1,?,1,?,-21%,·,-10%,-1%,-9%,0%
O=C(NCC(c1cccs1)N1CCc2ccccc21)c1ccccc1 (stereo not given),-1%,0,-3%,-25%,-1%,?,15%,?,0%
O=C(CNC(=O)c1cccc(OC(F)F)c1)OCn1nnc2ccccc2c1=O,3%,1,11%,-13%,-8%,-15%,22%,3%,5%
O=C(/C=N/O)NCCCN1CCOCC1,-18%,-2,-48%[59 µM],3%,-4%,-8%,28%,-28%,14%
O=C(NCc1ccc(F)cc1)C(=O)NCC1OCCN1C(=O)c1cccs1 (stereo not given),-2%,-4,-8%,-1%,0%,-6%,15%,0%,4%
CC(C)COC(=O)C(N)C(C(=O)OCC(C)C)c1ccccc1 (stereo not given),-5%,-4,?,-1%,-6%,-5%,49%[activator],7%,4%
C=CCNC(=O)c1ccc(OC2CCN(S(=O)(=O)N(C)C)CC2)cc1,-1%,3,-6%,-15%,-3%,-10%[57.1 µM],22%,-18%,-11%
O=C(COc1ccc(Cl)cc1Cl)NNC(=S)Nc1ccc(F)cc1,-4%,-1,11µM*,0%,-5%,-24%,-12%,-3%,27%
O=C(CS(=O)(=O)c1ccc(F)cc1)NCc1ccccc1,2%,0,-32%,-3%,i,-13%,-1%,9%,0%
CCCN1C(=O)C2(SC(NC(C)=O)=NN2C(C)=O)c2cc(C)cc(C)c21 (stereo not given),-1%,4,25%[12.7 µM],-15%,-3%,-12%,3%,-2%,10%
CCOC(=O)c1cnc2ccc(C)cc2c1Nc1ccc(N2CCOCC2)cc1,2%,-9,40µM*,-17%,-5%,28µM*,22µM*,35µM*,57%[activator]
COc1ccc2oc(C(=O)N(C)CCOc3ccc(Cl)cc3)c(C)c2c1,-4%,3,41%,-17%,-4%,58%[activator],123%[activator],24%,1%
Cc1sc2nc(CN3CCOCC3)[nH]c(=O)c2c1-c1ccccc1,2%,3,11%[59 µM],-19%,1%,-9%,38%[activator],-5%,0%
Cc1cc(N2CCN(c3ccccc3F)CC2)n2cnnc2n1,-10%,-5,10%[59 µM],-7%,i,-13%,12%,1%,2%
O=C(Nc1nnc(-c2ccc(Cl)cc2)o1)Nc1ccccc1Cl,-3%,0,11%[2.33 µM],10%,-4%,-12%,42%[activator],-4%[57.1 µM],7%
O=C(CSc1cn[nH]n1)Nc1ccccc1C(F)(F)F,9%,2,25µM*,-15%,i,7%,39%[activator],0%,-10%
CCOC(=O)C1CCCN(S(=O)(=O)c2cc(OCC(N)=O)c(C)cc2Cl)C1 (stereo not given),1%,2,-2%[12.7 µM],-12%,1%,2%,38%,-21%,-4%
Cc1ccc(CCNC(=O)Cn2ncc3c(=O)oc4ccccc4c32)cc1,-12%,5,-31%[59 µM],-5%,-1%,-13%,17%,-35%,-11%
CN1C(C(=O)Nc2ccc(OC(F)(F)F)cc2)=CC(c2cccs2)=NS1(=O)=O,-4%&1%,-2&-1,-14%,?,-6%&0%,-2%&-8%,54%&46%[activator],-38%&-15%,1%&-5%
O=C(COC(=O)c1ccc(O)cc1)NC1CCCC1,1%,-2,22%,-9%,0%,-16%,67%[activator],14%,2%
COc1ccc(C(=O)Nc2ccccc2-c2nc(-c3ccc(OC)cc3)no2)cc1,0%,-6,-9%[59 µM],-14%,-1%,-15%,18%,-1%,-16%
CN1CCN(C(c2ccccc2Cl)c2sc3nc(-c4ccco4)nn3c2O)CC1 (stereo not given),1%,11,-22%[59 µM],-18%,-2%,-18%,47%,5%,1%
CCCC1(C2CCCC2)NC(=O)NC1=O (stereo not given),5%,-3,·,-22%,2%,0%,36%,·,5%
COc1ccc(NC(=O)CSc2nnc(-c3ccncc3)o2)c([N+](=O)[O-])c1,-4%,0,60%[activator],-13%,6%,-11%,33%,0%,3%
CC1(C)NC(C)(C)/C(=C\c2cccs2)C(=O)C1=O,-1%,13,-4%,-4%,-8%,-7%,17%,-20%,-9%
O=C1c2ccccc2C(O)N1Cc1ccc2c(c1)OCO2 (stereo not given),2%,-4,?,-5%,-2%,-13%,22%,5%,-2%
Cn1c(=O)c2c3c(sc2n2cnnc12)CCC3,-3%,-7,·,13%,-4%,-12%,17%,-2%,0%
S=C(Nc1ccccc1)Nc1nc2ccccc2n1CCOc1ccccc1,1%,11,-39%[59 µM],-20%,-6%,45µM*,-10%,6.3µM*,12%
COc1cc(C(=O)Nc2ccccc2-c2nc(-c3ccccc3)no2)cc(OC)c1OC,?,2,-20%[59 µM],-8%,2%,-18%,11%,-8%,7%
CC(C)Cn1c(-c2cccs2)nc2ccccc21,0%,5,-4%[2.33 µM],-16%,i,0%,33%[activator],3%,-19%
C=CCN1C(=O)C(O)(CC(=O)c2ccc(-n3cccc3)cc2)c2ccccc21 (stereo not given),0%,5,?,-9%,3%,?,?,50µM*,-3%
CCOc1ccc(NC(=O)c2ccc(NC(=O)COC(=O)Cc3ccc(OC)cc3)cc2)cc1,3%,-14,?,-4%,19%,-9%,12%,-16%,6%
COc1ccc(-c2cc(-c3cccs3)nc(OC)c2C#N)cc1OC,-1%,7,34%[activator],-17%,-1%,31%[57.1 µM],99%[activator],31%,-5%
COc1ccc(NC(=O)CCNC(=O)C2CCN(S(=O)(=O)c3ccccc3)CC2)cc1OC,·,-2,·,-7%,4%,·,·,·,7%
O=C(CNC(=O)c1cccc(F)c1)N/N=C/c1cc(Br)ccc1OC(=O)/C=C/c1ccco1,31%[activator],2,?,9%,-4%,-18%,1%,-36%,0%
CCN1C2=NCCCN2c2ccccc21,-1%,-2,?,-15%,-5%,6%,29%,7%,-10%
COCC(C)NC(=O)CSc1nc2ccccc2n1CCc1ccccc1 (stereo not given),11%,-7,71µM*,-19%,·,-3%,28%,35%[activator],-2%
O=C(COC(=O)c1ccc(F)c(S(=O)(=O)N2CCOCC2)c1)c1ccc(Cl)cc1,21%,0,0%[12.7 µM],2%,-6%,-13%,39%[activator],11%,-5%
CC(C)(C)c1cc(OC(=O)c2ccccc2F)ccc1O,4%,-4,·,-15%,-5%,-2%,28%,-4%,0%
C=CCn1c(C)cc(C(=O)CSc2ccc(NC(C)=O)cc2)c1C,6%,5,?,-18%,-6%,-2%[11.4 µM],21%,?,-13%
COc1cc(C(=O)N[C@@H](C)C(=O)N2CCC3(CC2)NCCc2[nH]cnc23)cc(OC)c1OC,-5%,2,14%,-14%,-8%,-27%,30%,-6%,0%
CCOC(=O)c1sc2ccccc2c1S(=O)(=O)Nc1ccc(CC)cc1,10%,0,?,-10%,i,-11%,65%[activator],35%,1%
CNC(=O)C[C@@H]1C(=O)N(C2CCCCC2)CC1(C)C,·,8,·,-5%,i,·,·,·,-3%

# Copied from the entries so far for reference:
SMILES,Pin1 inhibitor,PI4K2A inh,G9a block,POLH inh,PGK inhibitor,JMJD2A Tudor,HP1b binding inh,BAZ2B inh,GLS inhibitor
COc1cc(C(=O)Nc2ccccc2-c2nc(-c3ccccc3)no2)cc(OC)c1OC,?,2,-20%[59 µM],-8%,2%,-18%,11%,-8%,7%
CC(C)Cn1c(-c2cccs2)nc2ccccc21,0%,5,-4%[2.33 µM],-16%,i,0%,33%[activator],3%,-19%
C=CCN1C(=O)C(O)(CC(=O)c2ccc(-n3cccc3)cc2)c2ccccc21 (stereo not given),0%,5,?,-9%,3%,?,?,50µM*,-3%

# Later entries
SMILES,Pin1 inhibitor,PI4K2A inh,G9a block,POLH inh,PGK inhibitor,JMJD2A Tudor,HP1b binding inh,BAZ2B inh,GLS inhibitor
Cc1nn(CCCC(=O)Nc2ccc(Br)cc2F)c(C)c1[N+](=O)[O-],0%,5,?,-12%,1%,-19%,36%,-21%,1%
CCOc1ccc(-c2n[nH]c(C)c2Oc2ccccc2OC)c(O)c1,-1%,3,4%[59 µM],-15%,-1%[11.5 µM],-17%,43%[activator],·,12%
Cc1[nH]oc(=O)c1N=Nc1c(Cl)cccc1Cl,-13%,1,?,-12%,4%,-22%,29%,-7%,-11%
O=C(CN1c2ccccc2Sc2ccccc21)NNC(=O)Nc1cccc(Cl)c1,-2%,3,0%,-5%,i,-15%,22%,-17%,-1%
COc1ccc(C(=O)N/N=C/c2ccc(OC)c(CSc3ccccn3)c2)cc1,17%,2,-15%[59 µM],0%,-4%,-14%,34%,-8%,0%
CCOC(=O)c1ccccc1NC(=O)Cn1c(=O)n(CCC(=O)N2CCc3ccccc3C2)c(=O)c2ccccc21,24%,3,-19%[59 µM],-17%,i,-18%,56%[activator],2%,-8%
COc1ccc(CCN=C(C)C2=C(O)C(c3ccccc3)OC2=O)cc1OC (stereo not given),-1%,4,10%,-25%,-6%,15%[57.1 µM],30%,-3%,2%
COc1ccc(-n2c(C)cc(C(=O)COC(=O)c3cc(NC(=O)c4cccs4)c(OC)c(OC)c3)c2C)cc1,3%,-2,-25%,5%,-15%,-23%,24%,6%,-2%
COc1ccc(Cl)cc1NC(=S)N1CC(C)OC(C)C1 (stereo not given),-8%,-3,·,3%,-4%,2%,17%,-10%,5%
O=C(Nc1ccc(Cl)cc1)C1CCCCN1S(=O)(=O)c1ccccc1 (stereo not given),15%,-4,·,?,-3%,5%,49%[activator],·,16%
